E-sel TNF inh: blocks E-selectin expression induced by TNF alpha; inhibition, % at 2 µM; HUVEC TNFa-induced E-selectin immunofluorescence, high content; 120,000 tested, 0.71% active;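 active means inhibition above the batch mean plus 3 SD, and confirmed as a hit on visual image review, cut at about 43% in these data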;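 further: 0% = TNF-stimulated DMSO wells and 100% = unstimulated control wells; not every result past the cut was called active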
Active calls of the source: *. The list is partial; count on the stated rates, not on these rows.

E-sel TNF inh	canonical_smiles
-25	O=C1NN(c2ccc(F)cc2)C(=O)/C1=C\c1cnn(-c2ccccc2)c1
28	CCOc1ccc(NC(=O)CSc2nnc(Cn3cnc([N+](=O)[O-])n3)n2CC)cc1
-15	CN(Cc1ccccn1)C(=O)CC1C(=O)NCCN1Cc1cccc(Oc2ccccc2)c1 (configuration not stated)
14	COc1ccc(CN2CCNC(=O)C2CC(=O)N2CCc3ccccc3C2)c(OC)c1 (configuration not stated)
-30	Cc1cc(NC(=O)CCC(=O)N(Cc2ccco2)C(C(=O)NC2CCCCC2)c2cccs2)no1 (configuration not stated)
-15	Nc1nonc1C(=O)NCCNc1ccc([N+](=O)[O-])cn1
-6	COc1ccc(N2C(=O)N(Cc3ccccc3F)c3ccccc3S2(=O)=O)cc1
-17	OCC#Cc1ncc(C(F)(F)F)cc1Cl

Among those listed so far, these have an aryl methoxy group:
E-sel TNF inh	canonical_smiles
14	COc1ccc(CN2CCNC(=O)C2CC(=O)N2CCc3ccccc3C2)c(OC)c1 (configuration not stated)
-6	COc1ccc(N2C(=O)N(Cc3ccccc3F)c3ccccc3S2(=O)=O)cc1

Following part.
E-sel TNF inh	canonical_smiles
-15	Cc1cc2cc(CNC(=O)Cc3ccc([N+](=O)[O-])cc3)ccc2n1C
11	O=C(NCc1n[nH]c(=S)n1-c1ccccc1)c1ccc(S(=O)(=O)N2CCCCC2)cc1
-1	Clc1ccc(/C=C/c2ncc3ccccn23)cc1
7	O=C(COC(=O)c1ccc(S(=O)(=O)N2CCCC2)cc1)Nc1ccc(F)cc1F
3	CCN(CC)CCCC(C)NC(=O)c1cc(=O)c2ccccc2o1 (configuration not stated)
16	COc1cccc(C(=O)CC(C(=O)O)c2ccc(F)cc2)c1 (configuration not stated)
-2	COc1ccc(-c2cc3ncc(C(C)=O)c(C)n3n2)cc1
-11	CSc1nn2c(C)c(C)c(C)nc2c1C#N
-12	COc1ccc(-n2c(C)cc(C3=NNC(=NC4CC4)SC3)c2C)cc1
-2	O=C(COC(=O)c1ccc(Cl)c(S(=O)(=O)N2CCCC2)c1)NC1CCCCC1
-10	CCC(C)C(NC(N)=O)C(=O)NC1CCC(C)CC1 (configuration not stated)
5	COc1ccc(OC)c(/C=C/C(=O)OCC(=O)c2c(N)n(C)c(=O)n(C)c2=O)c1
3	COCCN(C(=S)Nc1c(C)cc(C)cc1C)C(C)c1cccs1 (configuration not stated)
7	CC(=O)Oc1ccc(C(=O)NCCc2ccccc2)cc1
10	C/C(=C\C(=O)c1c(O)cc(C)oc1=O)N(C)C
-41	CCOC(=O)N1CCN(CCC(=O)Nc2cc(OC)ccc2OC)CC1
-61	Cc1csc(SCC(=O)NC(=O)NC2CCCC2)n1
-6	CO/N=C/c1ccc(Oc2ccc(C)cc2)c([N+](=O)[O-])c1
2	CC1CCCCC1NC(=O)CCCCCn1c(=S)[nH]c2ccccc2c1=O (configuration not stated)
-17	COc1ccc2oc(=O)c(/C(C)=N/Nc3ccccc3)cc2c1
1	CCCC(C)C(=O)OCC(=O)Nc1ccc(Br)cc1 (configuration not stated)
-10	COc1ccc(-c2nc(CN(Cc3cnn(C)c3)C(C)C)c(C)o2)c(OC)c1
5	COCCNC(=O)CSc1ccccc1C(=O)NCC1CCCCC1
-6	O=C(COC(=O)c1ccc(O)cc1)Nc1ccc(OC(F)F)cc1
18	O=S(=O)(/C=C/c1ccccc1)Nc1cccc(S(=O)(=O)NC2=NCCC2)c1
-20	C/C(=N\NC(=O)c1cccc([N+](=O)[O-])c1)c1ccncc1
-45	CCOc1cc(NC(=S)NCCCN2CCOCC2)c(OCC)cc1NC(=O)c1cccc(F)c1
-13	O=S(=O)(c1ccc2ccccc2c1)N1CCN=C1SCc1cccnc1
-18	COC(=O)CCC(=O)N1CCCC(CO)(Cc2ccccc2C)C1 (configuration not stated)
7	O=C(O)CCNS(=O)(=O)c1ccccc1Br
-48	CC(OC(=O)c1cccn1C)C(=O)Nc1ccc2c(c1)OCO2 (configuration not stated)
5	CCOc1ccc(/C=N/Nc2ccccn2)cc1

Laid out differently: entries from further up
COC(=O)CCC(=O)N1CCCC(CO)(Cc2ccccc2C)C1 (configuration not stated)
  E-sel TNF inh: -18
CCOc1cc(NC(=S)NCCCN2CCOCC2)c(OCC)cc1NC(=O)c1cccc(F)c1
  E-sel TNF inh: -45
C/C(=N\NC(=O)c1cccc([N+](=O)[O-])c1)c1ccncc1
  E-sel TNF inh: -20
CCOc1ccc(/C=N/Nc2ccccn2)cc1
  E-sel TNF inh: 5

Next part:
E-sel TNF inh	canonical_smiles
5	COc1cc(C(=O)Nc2c(C)cc(C)cc2C)c(Br)c(OC)c1OC
19	COc1ccccc1-c1nnc(NC(=O)C(C)Sc2nncn2C)s1 (configuration not stated)
2	CCc1ccc(S(=O)(=O)Nc2cccc(-c3ccc4nncn4n3)c2)s1
-9	Cn1c(=O)[nH]c(=O)c2c1nc(SCCO)n2CC(O)COc1ccccc1 (configuration not stated)
-4	CCc1ccc(CC(=S)N2CCOCC2)cc1
-27	COc1cc(CNCCc2ccccc2F)ccc1OCC(=O)N1CCCCC1
-14	COCCCNC(=O)CCn1c(=O)c2ccccc2n(CC(=O)NCCC2=CCCCC2)c1=O
-26	CCC(C(=O)Nc1sc(C(N)=O)c(C)c1C(=O)OC)c1ccccc1 (configuration not stated)
12	CSCCC(NC(=O)c1ccccc1Br)C(=O)N1CCC(C)CC1 (configuration not stated)
-19	CCc1ccc(C(=O)NNC(=O)CCN2CCN(Cc3ccccc3)CC2)cc1
-14	O=C(CSc1nnc(-c2ccc(Cl)cc2)n1-c1ccccc1)N/N=C/c1ccccc1C(=O)O
-13	Oc1ccc(Br)cc1C=Nc1ccc(Cl)cc1
24	O=S(=O)(c1ccc(N=C2NN=C(c3cc(F)ccc3F)CS2)cc1)N1CCOCC1
-6	O=C(NCCSc1ccc(Cl)cc1)c1ccc(CN2CCOCC2)cc1
-19	Cc1nnc(SCC2=C(C(=O)O)N3C(=O)C(NC(=O)Cn4nc(C(F)F)cc4C)C3SC2)s1 (configuration not stated)
-3	CNS(=O)(=O)c1cccc(C(=O)OCC(=O)N(CCC#N)c2ccccc2)c1
-4	O=C(NCc1ccccn1)C1CCN(S(=O)(=O)c2cc(Cl)ccc2Cl)CC1
-6	COCC(C)NC(C(=O)Nc1cccc(C(C)=O)c1)c1ccccc1 (configuration not stated)
17	Clc1ccc(-c2nc3ccccn3c2CN2CCCCC2)cc1
-18	CC(C)C(O)(C#CCN1CCCCCC1)c1ccccc1 (configuration not stated)
-13	CCCCCc1ccc(-c2nnc(N)s2)cc1
-21	CCOC(=O)c1ccc(NC(=O)C(=O)NCc2ccco2)cc1
-11	CCC(=O)N(CCN1CCOCC1)Cc1cc2cc3c(cc2nc1Cl)OCO3
-14	Cc1ccc(C(=O)NC(=S)Nc2ccc3[nH]c(=O)[nH]c3c2)c(C)c1
12	O=C(CCCCCNc1nc(=S)[nH]c2ccccc12)NCCC1=CCCCC1
-8	C=CCc1cccc(C=Nc2cccn3cc(-c4ccccc4)nc23)c1O
-5	N#Cc1cccc(OCC(=O)NC(=O)NCc2ccccc2)c1
-9	CN=C(c1ccc(C)cc1)n1c(=S)nc(-c2ccc(C)cc2)n(C)c1=S
-1	Cc1cc2ncn(CCC(=O)NC(C)(C)C)c2cc1C
43	Cc1ccc(S(=O)(=O)N2CCN(C(=O)C3CCN(C(=O)c4ccccc4C)CC3)CC2)cc1C
-14	COC(=O)c1ccc2nc(NC(=O)C3CCCCC3)sc2c1
-31	CC(OC(=O)C1CC1)C(=O)Nc1ccc([N+](=O)[O-])cc1Cl (configuration not stated)
-26	COc1ccc(C(=O)Oc2cc(N)n(S(=O)(=O)c3ccccc3)n2)cc1
10	CN(C(=O)COC(=O)CNC(=O)c1ccc(Cl)cc1Cl)c1ccccc1
13	Cc1[nH][nH]c(=O)c1C(c1ccc2c(c1)OCO2)c1c(C)[nH][nH]c1=O
15	CCN(CC)S(=O)(=O)c1ccc(C(=O)NCCc2ccccn2)cc1
-15	CCC(C(=O)OCC(=O)Nc1cc(C)ccc1OC)c1ccccc1 (configuration not stated)
-4	Cc1ccnc(NC(=O)CCC(=O)N(CC(=O)NC2CCCCC2)Cc2ccccc2)c1
-9	COCCn1c(=N)c(C(=O)NCc2ccco2)cc2c(=O)n3cc(C)ccc3nc21
-11	O=c1c(C=NCc2cccnc2)c(C(F)(F)F)[nH]n1-c1nc2ccccc2s1
2	CCOc1cc(/C=N/NC(=O)CSc2cccc3cccnc23)ccc1O
-39	COc1ccc(-n2c(SCC(=O)NCCCN3CCCC3=O)nnc2C(C)N2CCCCC2)cc1 (configuration not stated)
-11	CCOC(=O)C(C(=O)OCC)C1OC(=O)c2cc3c(cc21)C(=O)OC3C(C(=O)OCC)C(=O)OCC (configuration not stated)
15	Cc1ccnc(NC(=O)c2cccc(NC(=O)Cc3ccccc3)c2)c1
-34	CCc1ccc(C(=O)c2cnc3ccc(OC)cc3c2N2CCN(CC)CC2)cc1
-26	C/C(=N\NC(=O)c1cccc(N/N=C(\C)c2ccncc2)c1)c1ccncc1
-23	Cc1c(NC(=S)NC(C)(C)C)c(=O)n(-c2ccccc2)n1C
0	Cc1nc2ccc(-c3nc4ccccc4[nH]3)cc2[nH]1
4	CCOc1ccc2nc(SCc3ccc(CC(=O)O)cc3)c(C#N)cc2c1
-7	CC(C)OC(=O)c1cccc(C(=O)Nc2cccc(NC(=O)c3cccc(C(=O)OC(C)C)n3)n2)n1
11	CSc1cccc(CN2CCN(Cc3ccccc3)C(CCO)C2)c1 (configuration not stated)
14	CC(C)Nc1nnc(SC(C)C(=O)NCc2ccc3c(c2)OCO3)s1 (configuration not stated)
-21	O=C(CSc1nc2nc(-c3cccs3)cc(C(F)(F)F)c2c(=O)[nH]1)Nc1c(F)c(F)c(F)c(F)c1F
0	NC(=O)Cn1c(=O)n(-c2ccccc2)c(=O)c2oc3ccccc3c21
2	CN(c1ccccc1C(=O)NC1CCCCC1)S(=O)(=O)c1ccccc1
-14	Cc1cc2ccccn2c1C(=O)c1nc(NCc2ccccc2)ncc1Cl

Compounds above containing a tert-butyl group (2):
E-sel TNF inh	canonical_smiles
-1	Cc1cc2ncn(CCC(=O)NC(C)(C)C)c2cc1C
-23	Cc1c(NC(=S)NC(C)(C)C)c(=O)n(-c2ccccc2)n1C

Further structures:
E-sel TNF inh	canonical_smiles
-24	Cc1ccc(S(=O)(=O)CC(CN2CCCCC2)N2CCCCC2)cc1 (configuration not stated)
-7	COCCCNC(=O)c1cc2cc([N+](=O)[O-])cc(OC)c2oc1=O
-31	Cc1cc(C)nc(SCc2cnc(C)nc2N)n1
18	COC(=O)NCC(c1ccco1)N1CCN(c2ccccc2)CC1 (configuration not stated)
-6	NC(=O)c1ccccc1NC(=O)Nc1cccc2ccccc12
-1	N#C/C(=C(/O)COC(=O)c1cccnc1Cl)c1nc2ccccc2[nH]1
-2	COc1ccc(CCN(C)C(=O)CCc2nnc(-c3ccccc3)o2)cc1OC
15	CCOC(=O)CNC(=O)CSc1ccc2nnc(-c3cccnc3)n2n1
-17	Cc1ccc(NC(=O)CN2C(=O)S/C(=C/c3ccc(-c4cccc(C(=O)O)c4)o3)C2=O)cc1
-30	CNS(=O)(=O)c1ccc2nc(NC(=O)/C=C/c3ccco3)sc2c1
-20	Cc1nn(-c2ncc(C(F)(F)F)cc2Cl)c(=O)n1-c1ccccc1F
-23	Cc1ccc2nc(N3C(=O)C(O)=C(C(=O)c4ccc(C)o4)C3c3cccc(O)c3)sc2c1 (configuration not stated)
-2	CCOC(=O)C1CCN(Cc2nnnn2CCc2ccccc2)CC1
14	O=C(CC12CC3CC(CC(C3)C1)C2)N/N=C\c1ccc[nH]1
-7	CNC(=O)/C(C#N)=C/c1ccc(-c2ccccc2[N+](=O)[O-])o1
-44	CC(C)(C)n1nnnc1C(c1ccc(F)cc1)N1CCC(C(N)=O)CC1 (configuration not stated)
-23	CC(=O)c1ccc(NC(=O)C(C)N(C)CC(=O)Nc2cccc(F)c2)cc1 (configuration not stated)
0	Cc1cc(C)cc(N2CC(C)(C)C2=O)c1
-12	CN(Cc1cccc(-n2cccn2)c1)C(=O)CCc1nnc(C2CCCCC2)o1
50	Cc1cc2ncc(C(=O)N=CN(C)C)cn2n1
-14	CC1CCCC(NC(=O)CCNS(=O)(=O)c2ccc(Br)cc2)C1C (configuration not stated)
-16	O=C(N/N=C/c1ccccn1)c1cc(C2CC2)[nH]n1
20	CC(C)(C)NC(=O)CCc1ncc(C(F)(F)F)cc1Cl
1	O=c1ccc(C(F)(F)F)cn1Cc1cc(=O)n2ccsc2n1
-8	O=C(O)CCN1CCc2ccccc2C1c1cccs1 (configuration not stated)
-20	Cc1ccc(-n2c(C)cc(C)c(C#N)c2=O)cc1C
-9	O=C(Nc1ccccc1F)c1ccc([N+](=O)[O-])s1
-8	N/C(=N/OC(=O)c1ccccc1Cl)c1nonc1N
7	CCC(C)n1nccc1NC(=O)C(C)Cl (configuration not stated)
-33	COc1ccc(OCC(=O)Nc2ccc(C)c(S(=O)(=O)N(C)C)c2)cc1
23	O=C(COC(=O)Cn1cnc2ccccc21)NCCCc1ccccc1
-19	COc1ccc(NC(=O)CC2S/C(=N\c3nccs3)N(C)C2=O)cc1 (configuration not stated)
13	COc1ccc(-c2cc(=O)c3cc(OC)ccc3o2)cc1
1	COCCCNC(=O)CSc1nc2cc3c(cc2c(=O)n1CCCC(=O)NCc1ccc(OC)cc1)OCO3
-58	CCN1C2OC3OC4C(OC3OC2N(CC)S1(=O)=O)N(CC)S(=O)(=O)N4CC (configuration not stated)
-11	C(=N\N(Cc1ccccc1)c1ccccc1)/c1cccnc1

Assay outcomes as filed in PubChem.
